VP16 counter = inhibits Gal4-VP16 luciferase reporter, ROR gamma counter-screen. Drosophila S2 Gal4-VP16 UAS-luciferase, luminescence, 20 h. Potency, µM (titrated, usually from 53.6 µM), without a hit: at the top dose activity, negative = inhibition, usual class: inhibitors. AID 2546. actives 3.5% (n = 310,000);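 further: Gal4-VP16 expression switched on by copper sulfate through the metallothionein promoter; potency means the concentration at half of the fitted maximal effect; on the % scale 0 is the no-effect control and ±100 the full control effect; nearly all actives have a fitted effect of over 50% in size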
Rab9 promoter act = activates the Rab9 promoter | Huh7 Rab9 promoter-luciferase reporter, luminescence, 24 h | Potency, µM (doses to about 9.22 µM), without a hit: top-dose activation, negative = inhibition, most hits filed as activators | actives 2.8% (n = 320,000); further: potency means the concentration at half of the fitted maximal effect; % of control where 0% means no effect; nearly all actives have a fitted effect of over 60% in size
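Measured in stably transfected Huh7 cells bearing a Rab9 promoter–luciferase construct: 24 h compound treatment at 37 °C, followed by luminescence detection.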
Menin-MLL TR inh = inhibitors of human menin-MLL interaction, mutant MLL peptide. O00255. Menin + Texas Red MLL mutant peptide, fluorescence polarization. Potency, µM (highest dose often 61.6 µM), without a hit: top-dose FP activity change, negative = inhibition, hits mostly inhibitors. actives 0.23% (n = 270,000); active means well fitted inhibition curve with a large enough effect in the polarisation, with a control signal flat, not every such curve was filed as active; inconclusive means small, poorly fitted or top-dose-only effect, or effect the other way, or a change in a side signal; inactive means no such curve, though single readings can be large or run the other way; the % refers to the polarisation; further: potency means the concentration at half of the fitted maximal effect; % of control where 0% means no effect; many of its hits are not listed in these tables
FLuc modulator = inhibits or activates purified firefly luciferase, miR-21 counter-screen | P08659 | purified FLuc, Km substrates, luminescence inhibition | Potency, µM (series often up to 57.5 µM), for inactives: at the highest dose activity change, negative = inhibition, usual class: inhibitors | actives 6.9% (n = 360,000) | AID 588342;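 further: potency means the concentration at half of the fitted maximal effect; plate controls were vehicle for no effect and reference inhibitor for full effect; nearly all actives have a fitted effect of over 55% in size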
Target sequence (P08659 whole entry, looked up): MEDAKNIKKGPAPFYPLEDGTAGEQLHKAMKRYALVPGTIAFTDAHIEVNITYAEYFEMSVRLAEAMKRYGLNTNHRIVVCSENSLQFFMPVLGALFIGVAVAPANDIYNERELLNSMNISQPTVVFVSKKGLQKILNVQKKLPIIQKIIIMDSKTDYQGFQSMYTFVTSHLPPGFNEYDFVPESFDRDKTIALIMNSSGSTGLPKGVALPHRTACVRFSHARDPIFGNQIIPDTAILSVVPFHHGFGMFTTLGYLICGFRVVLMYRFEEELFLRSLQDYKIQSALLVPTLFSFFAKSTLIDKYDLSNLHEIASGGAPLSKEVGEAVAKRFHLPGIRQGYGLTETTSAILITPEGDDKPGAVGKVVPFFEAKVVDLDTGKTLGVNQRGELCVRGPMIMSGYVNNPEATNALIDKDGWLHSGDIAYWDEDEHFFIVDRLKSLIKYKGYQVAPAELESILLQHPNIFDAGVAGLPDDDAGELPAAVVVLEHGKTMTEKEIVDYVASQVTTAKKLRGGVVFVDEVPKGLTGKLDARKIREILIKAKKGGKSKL
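Biochemical qHTS of compounds, final roughly 60 µM downward over six points, against 10 nM purified firefly luciferase using Km concentrations of substrates (10 uM D-luciferin, 10 uM ATP) in Tris acetate pH 7.5 buffer; luminescence output.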
RORgamma inh = ROR gamma (mouse) transcription inhibition; Drosophila S2 Gal4-RORgamma UAS-luciferase reporter, 20 h; actives 5.4% (n = 310,000); AID 2551; Potency, µM (top dose mostly 53.6 µM), for the others: at the highest dose activity change, negative = inhibition, hits mostly inhibitors; further: potency means the concentration at half of the fitted maximal effect; on the % scale 0 is the no-effect control and ±100 the full control effect; nearly all actives have a fitted effect of over 60% in size
Target sequence (P51450 whole entry, looked up, the tested form may be a part): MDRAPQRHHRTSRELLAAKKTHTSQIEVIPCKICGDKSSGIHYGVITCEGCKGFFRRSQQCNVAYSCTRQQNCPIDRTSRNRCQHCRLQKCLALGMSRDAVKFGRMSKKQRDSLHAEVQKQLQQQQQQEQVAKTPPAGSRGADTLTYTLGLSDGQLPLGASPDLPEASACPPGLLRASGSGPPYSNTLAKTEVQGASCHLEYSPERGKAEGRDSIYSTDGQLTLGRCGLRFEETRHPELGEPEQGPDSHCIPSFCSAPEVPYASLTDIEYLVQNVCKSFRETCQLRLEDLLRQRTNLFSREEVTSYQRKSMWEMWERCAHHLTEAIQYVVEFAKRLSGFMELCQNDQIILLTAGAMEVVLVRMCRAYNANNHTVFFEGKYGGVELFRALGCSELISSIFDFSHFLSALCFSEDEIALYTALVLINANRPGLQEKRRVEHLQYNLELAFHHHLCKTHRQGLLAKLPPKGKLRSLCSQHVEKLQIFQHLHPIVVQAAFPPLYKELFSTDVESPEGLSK
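Stable Schneider cell line, Gal4 DNA-binding domain fused to ROR gamma, UAS-luciferase. Cmpd 1 hr RT → CuSO4 700 uM final → 20 hr RT → luciferase reagent 10 min → luminescence.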
ELG1 genotoxic = genotoxicity induction in ELG1-luciferase HEK293T cells; actives 1.3% (n = 330,000); Potency, µM (titrated, usually from 46 µM), for inactives: top-dose activity change, positive = activation, hits mostly activators; HEK293T ELG1-luciferase reporter, luminescence, 16 h; further: potency means the concentration at half of the fitted maximal effect; % of control where 0% means no effect; nearly all actives have a fitted effect of over 60% in size
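After overnight (16 hr) compound treatment at 37 °C, ELG1-luciferase HEK293T cells were lysed with ONE-Glo; luminescence quantified 30 min later at room temperature.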
p53 reactivation = re-activators of mutant p53. AID 504706. H1299 p53-A138V BP100-luciferase reporter, luminescence, 24 h. Potency, µM (series often up to 92.2 µM), for the others: top-dose activity change, positive = activation, most hits filed as activators. actives 0.063% (n = 320,000); further: potency means the concentration at half of the fitted maximal effect; % of control where 0% means no effect; nearly all actives have a fitted effect of over 45% in size
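H1299 (p53-null), stable ts p53-A138V + BP100-Luc; 1000 cells/well, Opti-MEM/10% FBS; cpd 4 pt, 1:5; 24 h, 37 deg C, 5% CO2; detection reagent 10 min RT; luminescence.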
BRCA1 expr up = BRCA1 expression activation; MCF7-BRCA1-FFLuc reporter, luminescence, 48 h; response scale: scaled: vehicle 0%, 10 µM genistein 100%; Potency, µM (doses to about 46.1 µM), without a hit: top-dose activation, usual class: activators; actives 1.1% (n = 380,000); further: potency means the concentration at half of the fitted maximal effect; nearly all actives have a fitted effect of over 80% in size; some results filed as inactive show a strong effect at the top dose
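Luminescence from a BRCA1-driven firefly luciferase in MCF7 cells was the read-out, taken 15 min after substrate addition following 48 h compound exposure at 37 °C. Data were normalized to a 10 microM genistein control and DMSO vehicle.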
NPC1 prom act = NPC1 promoter activation; Huh7 NPC1 promoter luciferase reporter, 24 h; actives 2.4% (n = 320,000); Potency, µM (series often up to 9.22 µM), without a hit: at the top dose activation, usual class: activators; AID 485313;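 further: potency means the concentration at half of the fitted maximal effect; % of control where 0% means no effect; nearly all actives have a fitted effect of over 60% in size; reporter is driven by a mutant NPC1 promoter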
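Readout is luciferase luminescence, reflecting NPC1 promoter activation in stably transfected Huh7 cells after 24 h compound exposure at 37 °C in reduced-serum medium with 10% FBS.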
Giardia kill = kills Giardia lamblia | activity change, % at 7.66 µM, hits read low | Giardia lamblia trophozoite viability | AID 540267 | actives 0.15% (n = 340,000); in the data active means activity change below about -80%; inconclusive means between about -30% and that limit;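 further: parasites exposed to compound for two days anaerobically before the ATP read; on the % scale 0 is the no-effect control and ±100 the full control effect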
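Killing of trophozoites was scored by loss of ATP luminescence after a 48 hrs anaerobic exposure to compounds at 37 deg C, using 100 cells per well.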
PKM2 activator = activators of human pyruvate kinase M2 | purified PKM2, Kinase-Glo ATP luminescence, activation; response scale: 0% is enzyme alone, no compound | AID 1631 | Potency, µM (titrated, usually from 57.5 µM), inactives show top-dose activation, usual class: activators | actives 0.34% (n = 260,000) | P14618; further: potency means the concentration at half of the fitted maximal effect; on the % scale 0 is the no-effect control and ±100 the full control effect; nearly all actives have a fitted effect of over 55% in size
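Kinase-Glo luminescence reports ATP generated from ADP (0.1 mM) and PEP (0.5 mM) by purified hPK-M2 after 1 h at room temperature, pH 7.2 imidazole buffer; intermediate enzyme activity allows detecting inhibitors and activators.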
* marks the source's active call; other numbers are inactive results; ? = inconclusive; / = not tested or not shown; & = joins results of further samples; [ ] = remark or other dose. Unless noted, the call rests on the fitted dose curve; in most records, active means well fitted curve in the direction sought with a large enough effect; inconclusive means small, poorly fitted or top-dose-only effect, or another doubt; inactive means no such curve, though single readings can be large; an effect the other way counts as inactive or inconclusive.

SMILES | VP16 counter | Rab9 promoter act | Menin-MLL TR inh | FLuc modulator | RORgamma inh | ELG1 genotoxic | p53 reactivation | BRCA1 expr up | NPC1 prom act | Giardia kill | PKM2 activator
COc1ccc(-c2csc(NC(=O)c3ccc(S(C)(=O)=O)cc3)n2)cc1 | -1% | ? | -14% | ? | -19% | 8% | 8% | 69% | 21% | 23 | 1%
Cc1ccc(S(=O)(=O)N2CCN(c3ccccc3)CC2)cc1C(=O)NC1CCCCC1 | -10% | -3% | / | 2% | 19% | 0% | -2% | -25% | -3% | 17 | 9%
COc1ccccc1CCNC(=O)CSc1nnc2ccc(-c3ccncc3)nn12 | -9% | 0% | -12% | -3% | 1% | 9% | 17% | -4% | 0% | 25 | 0%
NNC(=S)NC1CCS(=O)(=O)C1 (stereo not drawn) | 4.5µM* | -4% | / | -3% | 2.8µM* | -2% | 2% | 4% | -5% | 12 | -17%
CCC1Oc2ccccc2N(CC(=O)Nc2ccc(OC)cc2OC)C1=O (stereo not drawn) | 4% | 3% | -13% | -1% | 32% | 14% | 1% | 22% | 0% | 17 | 6%
COc1ccc2c(c1)CC[C@@H]1[C@@H]2CC[C@]2(C)[C@@H](C(C)=O)C[C@@H]12 | / | 0% | / | -4% | / | -2% | 21% | 23% | -1% | -20 | /
O=C(CSc1ncnc2nc[nH]c12)c1ccc2ccccc2c1 | -14% | -1% | 10% | ? | ? | -1% | 1% | 1% | 0% | -2 | 2%
C#CCSc1nnc(CSc2nc3ccccc3s2)n1-c1ccccc1 | ? | 2% | -7% | 2% | -116% | -12% | -9% | -34% | 2% | 0 | 10%
CC1(C)Cc2c(sc3nc4n(-c5ccccc5)cnn4c(=O)c23)CO1 | -10% | 0% | / | 1% | -5% | 2% | -4% | -4% | -1% | 7 | -6%
COc1ccc(Cl)cc1C(=O)NCC(C)C | -5% | -4% | -7% | 0% | 4% | 3% | -1% | 2% | 3% | -9 | -10%
COc1cc2nc3occc3c(OC)c2cc1OC | -1% | -11% | -8% | -13% | -11% | 13% | -7% | 12% | -3% | 11 | -1%
CCCCCc1cc(=O)oc2c(C(CCN3CCCCC3)c3ccc4c(c3)OCO4)c(OC)cc(OC)c12 (stereo not drawn) | -12% | -10% | / | -1% | -32% | 6% | 10% | 0% | -8% | -10 | 1%
Cc1ccnc(NC(=O)c2cc(F)c(F)cc2Cl)n1 | 3% | 0% | -3% | 6% | -24% | 0% | -3% | 4% | -6% | ? | -9%
Cc1ccc(CNC(=O)c2cc(C3CC3)nc3c2cnn3C(C)C)cc1 | / | 0% | / | 4% | / | -2% | -7% | -34% | 1% | -2 | /
O=C(CSc1ncn[nH]1)c1cccc([N+](=O)[O-])c1 | ? | -20% | 9% | 0% | ? | 0% | 12% | 6% | 1% | -14 | -1%
CS(=O)(=O)N(Cc1ccc(Cl)cc1)c1ccc(C(=O)Nc2cccnc2)cc1 | -18% | 0% | 31%[activator] | 6% | 37% | -3% | -24% | -41% | 2% | 24 | 0%
Cc1ccccc1-c1noc(CNC(=O)COc2ccccc2)n1 | 12% | -1% | / | -1% | 8% | 3% | -3% | 0% | 0% | 6 | -1%
COc1cc(NC(=S)Nc2ccc(Br)cc2Cl)c(OC)cc1Cl | ? | 7% | ? | 2% | ? | -3% | 22% | -4% | 5% | 1 | -18%
Fc1cc(F)c2nc(Nc3nc4c(F)cccc4s3)sc2c1 | 7.1µM* | 18% | ? | 4.8µM* | 4µM* | 10% | ? | -28% | 28% | -2 | -9%
CCOc1ccc(NS(=O)(=O)c2ccc(NC(=O)[C@@H]3CCCC[C@@H]3C(=O)O)cc2)cc1 | 0% | -1% | -9% | -1% | 5% | 0% | -5% | -22% | -2% | -8 | 2%
CC(C)Cn1c(SCC(=O)N2CCOCC2)nc2ccccc2c1=O | / | 1% | / | 2% | / | 1% | -11% | 5% | 1% | -7 | /
CC(C)(C)NC[C@H](O)COc1nsnc1N1CCOCC1 | -3% | 5%[46.1 µM] | 14% | 2%&-1% | -4% | 0%&-6% | 1%&-2% | 35%&14%&0% | 2%[46.1 µM] | ? | -3%
COc1ccc(OC)c(NC(=O)CSc2nncc3ccccc23)c1 | 7% | 7% | / | 2% | -12% | -2% | 8% | -22% | 1% | 44[activator] | 10%
COC(=O)CCC(=O)OC1(C)C(=O)C=C2C=C(C3CC3)N(CCc3c[nH]c4ccccc34)C=C2C1=O (stereo not drawn) | -5% | 2% | 0%[11.7 µM] | -1% | 14% | 0% | 1% | 11% | 0% | 23 | -5%[11.5 µM]
COc1ccc(OC)c(C2C(C(=O)Nc3ccccc3OC)=C(C)Nc3nc(CCCO)nn32)c1 (stereo not drawn) | 2% | -7% | 0% | 1% | 4% | -5% | -1% | 0% | 1% | -1 | 5%
CC(C)C[C@H](NC(=O)Nc1ccc(Oc2ccccc2)cc1)C(=O)O | -6% | 2% | 7% | -13% | 2% | -1% | 3% | -24% | -1% | -1 | -1%
O=C1NCC(COCC2CC=CCC2)O1 (stereo not drawn) | -1% | 0% | 1% | 0% | -4% | -2% | -9% | -1% | -1% | 0 | 4%
CC1Cc2ccccc2N1C(=O)CCS(=O)(=O)c1cccs1 (stereo not drawn) | 5% | -8% | 0% | -2% | ? | 5% | 2% | 29% | 0% | -1 | -3%
CCCCNC(=O)c1ccc(N2CCC3(CC2)OCCO3)c([N+](=O)[O-])c1 | 0% | -4% | 2% | -2% | 28% | -2% | / | 25% | 0% | 6 | 4%
On1c(-c2ccccc2Cl)nc2ncccc21 | -10% | -2% | -17% | 3% | 12% | 0% | 1% | -1% | -2% | -6 | /
O=C(CSc1nc2ccccc2o1)Nc1nccs1 | 5% | 13% | 2% | -5% | ? | 7% | 25% | 89% | 7% | 5 | -5%
COc1ccc(/C(C)=N/OC/C(O)=C(\C#N)c2nc3ccccc3[nH]2)cc1OC | -9% | -9% | 22% | 4% | 10µM* | -1% | 12% | -29% | -5% | -4 | 2%
COC(=O)C1C(=O)N2CCCSC2=C(C#N)C1c1cccs1 (stereo not drawn) | 0% | 2% | 3% | 8% | -9% | 1% | -8% | 20% | -4% | 11 | -1%
COc1ccc(C2C3=C(N=C4SCC(=O)N42)c2ccccc2CC3)cc1OC (stereo not drawn) | 14% | 2% | -12% | -13% | -4% | -1% | -9% | -63% | 1% | -2 | -3%
O=C(O)C1CCCN(S(=O)(=O)c2ccc(Cl)s2)C1 (stereo not drawn) | 6% | -3% | -16% | 1% | -10% | -4% | 0% | 0% | 1% | -11 | -3%
O=c1[nH]n(CC2COC3(CCCCC3)O2)c(=O)c2ccccc12 (stereo not drawn) | ? | ? | -4% | -11% | -5% | ? | ? | 28% | 2% | 3 | -2%
COc1ccc(OC)c(NC(=O)COc2ccc3c(c2)CCC3)c1 | / | -9% | / | -27% | / | 1% | 5% | 4% | -2% | -21 | /
COc1ccc(C(CNC(=O)c2cccc(S(=O)(=O)Nc3ccc(C)cc3)c2)N2CCOCC2)cc1 (stereo not drawn) | / | -5% | / | 2% | / | -3% | 3% | -14% | -5% | -11 | /
Cc1ccc2c(CSc3nnnn3C)cc(=O)oc2c1 | -16% | 1% | 1% | -4% | -7% | 5% | -6% | -12% | 0% | 1 | ?
O=C1c2cccnc2C(Nc2ccccc2Br)N1Cc1ccco1 (stereo not drawn) | -10% | -2% | -9% | -11% | -1% | -1% | -4% | 2% | -4% | 37[activator] | ?
Cc1ccc(NC(=O)CN(C)C(=O)C2CC(=O)N(Cc3ccccc3)C2)cc1 (stereo not drawn) | -8% | -2% | / | 4% | 15% | 5% | 27% | -9% | -3% | -12 | -5%
Cc1ccc(S(=O)(=O)NCCC(=O)Nc2ccc(C)c(Cl)c2)cc1C | -9% | -3% | 15% | 4% | 19% | -2% | 7% | -32% | -6% | -6 | 1%
O=C(COC(=O)C1=COCCO1)Nc1ccc(F)c(F)c1 | / | -1% | / | -2% | / | 3% | 0% | -7% | 2% | -16 | /
CCCN1C(=O)COc2ccc(-c3n[nH]c(=O)c4ccccc34)cc21 | -20% | -4% | 16% | 5% | ? | -8% | -7% | -2% | -6% | -19 | 1%
CCOC(=O)C(Cc1cc(C(C)=O)ccc1OC(C)C)C(=O)OCC | -7% | 1% | -4% | -7% | -8% | 1% | 1% | -5% | -2% | 2 | 15%

Reformatted in CSV form: 2 of the compounds above.
compound,VP16 counter,Rab9 promoter act,Menin-MLL TR inh,FLuc modulator,RORgamma inh,ELG1 genotoxic,p53 reactivation,BRCA1 expr up,NPC1 prom act,Giardia kill,PKM2 activator
Cc1ccc(S(=O)(=O)NCCC(=O)Nc2ccc(C)c(Cl)c2)cc1C,-9%,-3%,15%,4%,19%,-2%,7%,-32%,-6%,-6,1%
O=C(COC(=O)C1=COCCO1)Nc1ccc(F)c(F)c1,/,-1%,/,-2%,/,3%,0%,-7%,2%,-16,/

Not all compounds are listed. The share of hits here may be higher or lower than overall.
